# RGS4 inh: Inhibitors of Regulator of G Protein Signaling (RGS) 4: qHTS. Regulator of G-protein signaling 4 (Homo sapiens), P49798. Transcreener GDP fluorescence polarization, RGS4-accelerated GTP hydrolysis. Potency, µM (titrated, usually from 114 µM), inactives show top-dose activity change, negative = inhibition, usual class: inhibitors. actives 0.039% (n = 390,000). AID 504845, 2011; note: potency is the fitted concentration of half-maximal effect; % is set by controls: 0 for no effect and ±100 for the full control effect; nearly all actives have a fitted effect of over 75% in size; some results filed as inactive show a strong effect at the top dose
# Target sequence (P49798 whole entry, looked up): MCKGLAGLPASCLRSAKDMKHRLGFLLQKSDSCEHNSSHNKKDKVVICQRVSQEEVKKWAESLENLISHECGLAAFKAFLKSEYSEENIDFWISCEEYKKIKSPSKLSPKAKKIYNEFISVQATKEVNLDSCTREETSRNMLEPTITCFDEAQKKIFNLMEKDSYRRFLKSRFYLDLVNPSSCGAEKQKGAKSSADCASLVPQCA
#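 MLSMR compounds (23 nl, pin-transferred) preincubated 10 min at room temperature with a 500nM (2x) first reagent, then RGS4 at 900nM (2x) plus Transcreener GDP mix added; fluorescence polarization (620/688 nm) read before and after 90 min at 30 °C.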
# Pol eta inh: qHTS for Inhibitors of Polymerase Eta. actives 1.2% (n = 390,000). Potency, µM (series often up to 114 µM), inactives show at the top dose activity change, negative = inhibition, hits mostly inhibitors. recombinant Pol eta, fluorescent DNA replication assay; note: potency is the fitted concentration of half-maximal effect; % is set by controls: 0 for no effect and ±100 for the full control effect
#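 Pol eta (10 nM) was preincubated with compounds for 15 min at room temperature, after which fluorescent replication substrate (50 nM final) was added to start the reaction. Fluorescence was read kinetically at 0 and 10 min.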
# Anesthetic bind: qHTS Assay for Identification of Novel General Anesthetics; Potency, µM (highest dose often 77.5 µM), for inactives: at the top dose activity change, negative = displacement, usual class: inhibitors; actives 0.074% (n = 350,000); apoferritin/1-aminoanthracene competitive binding, fluorescence; AID 485281, 2010; note: potency is the fitted concentration of half-maximal effect; % is set by controls: 0 for no effect and ±100 for the full control effect; nearly all actives have a fitted effect of over 20% in size
# Target sequence (P02791 2-175 limits assumed): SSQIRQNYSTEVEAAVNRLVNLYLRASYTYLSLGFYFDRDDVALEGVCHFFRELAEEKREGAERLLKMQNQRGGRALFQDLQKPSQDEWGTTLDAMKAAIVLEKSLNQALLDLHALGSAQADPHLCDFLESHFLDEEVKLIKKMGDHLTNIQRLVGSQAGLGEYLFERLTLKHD
#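 Concentration-response curves derived by four-parameter Hill fitting of normalized fluorescence, where compounds displaced 1-AMA from 10 uM horse apoferritin following a brief 10 min room-temperature incubation; propofol titration acted as positive control.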
# LDHA inh: qHTS assay for inhibitors of human lactate dehydrogenase; purified LDHA, NADH/diaphorase-resazurin fluorescence; hits give low values; actives 0.15% (n = 480,000); AID 1347041, 2019; L-lactate dehydrogenase A chain (Homo sapiens), P00338; activity change, % (values are at about 110 or 230 µM); in the data active = activity change below about -30%; inconclusive = mostly about -25% to -30%;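 note: plate controls were DMSO wells for no effect and wells without enzyme for full effect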
#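 Resorufin fluorescence (ex540/em590), read at 0 and 20 min after diaphorase/resazurin addition, reports the NADH left after a 5 min room-temperature reaction of 2 nM human LDH5 with 0.06 mM NADH and 0.2 mM pyruvate.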
# POLB inh: qHTS Assay for Inhibitors of DNA Polymerase Beta; P06746; Pol beta primer extension/strand displacement, fluorescence kinetic; Potency, µM (titrated, usually from 114 µM), without a hit: at the highest dose activity change, negative = inhibition, usual class: inhibitors; actives 1.3% (n = 340,000); AID 485314, 2010; note: potency is the fitted concentration of half-maximal effect; % is set by controls: 0 for no effect and ±100 for the full control effect
#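 Homogeneous kinetic assay of primer extension and strand displacement by 10 nM Pol beta, preincubated 15 min at room temperature with compound before 50 nM substrate (final) was added. Read at 0 and 10 min; four-parameter Hill fit.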
# 12-LOX inh: Primary qHTS assay for inhibitors of human arachidonate 12S-lipoxygenase (ALOX12): Round 2. purified 12hLO, xylenol orange hydroperoxide absorbance. Potency, µM (top dose mostly 108 µM), without a hit: top-dose activity change, negative = inhibition, most hits filed as inhibitors. actives 1.1% (n = 580,000); note: potency is the fitted concentration of half-maximal effect; % is set by controls: 0 for no effect and ±100 for the full control effect
# Target sequence (P18054 whole entry, looked up): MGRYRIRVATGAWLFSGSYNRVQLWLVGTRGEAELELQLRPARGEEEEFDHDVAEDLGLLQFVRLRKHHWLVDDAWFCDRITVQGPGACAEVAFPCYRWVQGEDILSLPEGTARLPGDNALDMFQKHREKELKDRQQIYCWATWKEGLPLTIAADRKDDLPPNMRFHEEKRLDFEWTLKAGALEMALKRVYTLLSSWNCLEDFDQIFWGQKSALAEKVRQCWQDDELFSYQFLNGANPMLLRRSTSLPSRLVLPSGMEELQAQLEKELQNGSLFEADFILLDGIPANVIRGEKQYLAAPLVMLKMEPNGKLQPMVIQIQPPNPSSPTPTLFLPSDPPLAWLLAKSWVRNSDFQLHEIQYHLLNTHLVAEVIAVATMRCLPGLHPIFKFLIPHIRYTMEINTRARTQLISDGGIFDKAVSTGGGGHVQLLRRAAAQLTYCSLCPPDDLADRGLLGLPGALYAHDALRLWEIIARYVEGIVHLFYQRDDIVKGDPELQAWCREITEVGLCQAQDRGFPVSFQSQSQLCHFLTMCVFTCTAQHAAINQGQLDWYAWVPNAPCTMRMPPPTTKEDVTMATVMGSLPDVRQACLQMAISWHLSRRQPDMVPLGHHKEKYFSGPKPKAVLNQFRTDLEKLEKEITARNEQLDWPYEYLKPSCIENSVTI
#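 Purified human 12hLO at 150 nM in 25 mM Hepes, 0.01% Triton X-100, pH 7.0, preincubated 15 min at room temperature with compound. Reaction started with 40 uM arachidonic acid, 30 min at room temperature. Hydroperoxide measured by Fe-xylenol orange, 573/405 nm absorbance ratio.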
# ERG Ets-DNA blk: qHTS for Small Molecule Inhibitors of the ERG Ets/DNA interaction; fluorescence polarization, His-ERG Ets domain / labelled DNA; actives 0.028% (n = 370,000); Potency, µM (top dose mostly 76.9 µM), for inactives: at the top dose FP activity, negative = inhibition, actives largely listed as inhibitors; active = well fitted inhibition curve with a large enough effect in the polarisation, with a control signal flat; inconclusive = small, poorly fitted or top-dose-only effect, or effect the other way, or a change in a side signal; inactive = no such curve, though single readings can be large or run the other way; the % refers to the polarisation;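 note: polarization taken with two DNA probes labelled with fluorescein and Texas red; potency is the fitted concentration of half-maximal effect; % of control where 0% means no effect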
#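 His-tagged ERG Ets domain (1 uM in the protein solution; 300mM KCl, 50mM Tris-HCl, 1mM EDTA, 1mM DTT, pH 7.5) received compound, then a probe mix of 5 nM fluorescein-DNA and 100nM Texas-615-DNA. Fluorescence polarization was read for both dyes.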
# APEX1 inh: qHTS Assay for Inhibitors of the Human Apurinic/apyrimidinic Endonuclease 1 (APE1) | DNA repair nuclease/redox regulator APEX1 (Homo sapiens), P27695 | recombinant APE1, TAMRA/BHQ-2 abasic DNA cleavage fluorescence | Potency, µM (top dose mostly 65.8 µM), for the others: top-dose activity change, negative = inhibition, hits mostly inhibitors | actives 0.35% (n = 350,000) | AID 2517, 2012;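 note: potency is the fitted concentration of half-maximal effect; plate controls were vehicle for no effect and reference inhibitor for full effect; nearly all actives have a fitted effect of over 55% in size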
#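 APE1 at 0.75 nM final was preincubated with compound 15 min at room temperature, then 50 nM double-stranded THF abasic-site substrate (5'-TAMRA/3'-BHQ-2) was added. Fluorescence (ex 525/em 598 nm) was read kinetically; third-minus-first read gave activity.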
# POLK inh: qHTS for Inhibitors of Polymerase Kappa; purified Pol kappa, fluorescent DNA synthesis assay, 10 min; AID 588579, 2011; DNA polymerase kappa (Homo sapiens), Q9UBT6; actives 0.53% (n = 400,000); Potency, µM (series often up to 107 µM), for the others: top-dose activity, negative = inhibition, usual class: inhibitors; note: potency is the fitted concentration of half-maximal effect; % is set by controls: 0 for no effect and ±100 for the full control effect
#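 Kinetic fluorescence screen: compound preincubated 15 min RT with 10 nM enzyme; 50 nM substrate (final) initiates; reads at 0/10 min.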
# * hit, by the source's call; ? = inconclusive; . = no result given; & = joins results of further samples; ! = not active in a repeat; [ ] = another dose, or the depositor's remark. Unless noted, calls come from the whole dose curve; as a rule, active = well fitted curve in the direction sought with a large enough effect; inconclusive = small, poorly fitted or top-dose-only effect, or another doubt; inactive = no such curve, though single readings can be large; an effect the other way counts as inactive or inconclusive. An excerpt; rates above refer to the full screens.
canonical_smiles	RGS4 inh	Pol eta inh	Anesthetic bind	LDHA inh	POLB inh	12-LOX inh	ERG Ets-DNA blk	APEX1 inh	POLK inh
CCOC(=O)C(NC(=O)CC)(Nc1sc(C)c(CC)c1C#N)C(F)(F)F (centres undefined)	16%	1%	-12%	-5	8%	4%	12%	1%	-4%
COc1ccccc1N1CCN(S(=O)(=O)c2ccc3c(c2)n(C)c(=O)n3C)CC1	-14%	-16%	-17%	-4	-10%	?	-5%	-1%	-13%
CCCCN(CCCC)c1cc(C)nc(-c2ccccc2O)n1	0%	-14%	-15%	9	9%	24%	5%	1%	-7%
CCN(C(=O)Cn1cnc2c(nc3n2CCCCC3)c1=O)c1cccc(Cl)c1	-10%	-12%	13%	-10	1%	-26%	-5%	79%[activator]	6%
O=C(c1ccco1)N1CCN(S(=O)(=O)c2ccc(Br)s2)CC1	-23%	7%	-2%	-7	2%	?	.	-4%	-6%
Cc1ccc(-n2nc3c(=O)n(CCCC(=O)N4CCCCC4)nc(C)c3c2C)cc1	10%	-17%	-13%	0	19%	3%	-7%	68%[activator]	-8%
Cn1cnnc1SCC(=O)NC1CCCCC1	-16%	-20%	-4%	0	-2%	-22%	0%	5%	-2%
COCCNCCOCCOc1cccc(OC)c1	2%	-17%	-8%	-2	0%	21%	-4%	0%	4%
O=C(CCNS(=O)(=O)c1cccs1)Nc1ccccc1F	-31%	-9%	0%	-4	6%	0%	-17%	0%	-7%
CC1(C)O[C@@H]2C[C@H]3[C@@H]4CCC5=CC(=O)C=C[C@]5(C)[C@@]4(F)[C@@H](O)C[C@]3(C)[C@]2(C(=O)CO)O1	2%	-3%	-6%	-4	12%	1%	-11%	1%&3%	0%
CSCCC(NS(=O)(=O)c1ccccc1F)C(=O)N1CCCCCCC1 (centres undefined)	-2%	-14%	-16%	1	2%	15%	2%	4%	-8%
CC(C)(O)C#Cc1ccc(C(=O)NC2CCCCC2)s1	27%	-2%	-6%	-2	4%	-2%	12%	1%	-10%
Cc1cc(=O)[nH]c(COc2ccccc2)n1	-3%	-8%	-8%	-2	32%	0%	1%	-1%	-10%
COc1ccc(S(=O)(=O)NNC(=O)C2COc3ccccc3O2)cc1[N+](=O)[O-] (centres undefined)	18%	-13%	.	-5	.	0%	3%	3%	-10%
Cc1nnc(SC/C=C/c2ccccc2)n(N)c1=O	-28%	0%	-20%	-7	5%	-1%	-5%	0%	-11%
Cc1ccc(N2CC(NC(=O)Cc3ccc(F)cc3)CC2=O)cc1 (centres undefined)	-11%	-16%	-7%	2	-3%	-3%	-4%	.	0%[60.1 µM]
COc1cc(C)nc(N(Cc2ccccc2)S(=O)(=O)c2ccc(C)cc2)n1	3%	-13%	48%[activator]	-3	-26%	-7%	-15%	-3%	-24%
CC(C)C(=O)Nc1ccc2c(c1)nc(CCN1CCCCC1)n2C	-4%	-20%	4%	0	4%	-26%	-3%	-13%	-12%
CCOC(=O)N1CCN(CC(=O)Nc2sc(CC)cc2C(=O)c2ccc(OC)cc2)CC1	-2%	-17%	-7%	1	-9%	315%[activator]	6%	?	-5%
c1ccc(Cn2nnc3c(N4CCc5ccccc54)ncnc32)cc1	37%	2%	5%	-14	18%	-11%	-1%	23%	0%
CCC(C)(C)NC(=O)C(c1cccnc1)N(C(=O)c1csnn1)c1ccccc1 (centres undefined)	12%	3%	0%	-6	8%	0%	0%	0%	-3%
O=C(NC(=S)Nc1ccc(N2CCOCC2)c(Cl)c1)c1cncc(Br)c1	-4%	-10%	-21%	-10	4%	?	6%	?	-18%
N#Cc1cn(CCOc2ccccc2F)c2ccccc12	-12%[11.4 µM]	?	-6%	-2	-26%	0%	-7%	-4%	-4%
Cc1cc(OCC(=O)O/N=C(\N)c2ccccc2)cc(C)c1Cl	-6%	-16%	-10%	-2	32%	16%	.	-12%	0%[60.1 µM]
Cc1ccc(NC(=O)c2cc(Cl)nc3ccccc23)cc1	-4%	6%	-24%	0	3%	-46%	7%	-4%	3%
COc1ccc(Br)cc1S(=O)(=O)N(CC(=O)N1CCN(C)CC1)c1ccccc1	-16%	-7%	-5%	1	-15%	-98%	2%	24%	-10%
COc1ccc(N2CCN(C3CCCN(S(=O)(=O)c4ccc(C)cc4C)C3)CC2)cc1 (centres undefined)	-27%	-15%	-10%	2	1%	?	0%	40%	8%
O=C(CSCc1cnn(-c2ccccc2)c1-n1cccc1)NCCN1CCOCC1	-6%	1%	2%	-5	11%	-23%	7%	?	-9%
Cc1ccc(/C=N/n2c(-c3ccco3)n[nH]c2=S)s1	?	-12%	1%	-4	-17%	?	-15%	3%	-4%
Cc1ccc(CSCC2Nc3ccc(C(=O)N4CCN(c5ccc(F)cc5)CC4)cc3NC2=O)cc1 (centres undefined)	?	?	?	3	-15%	.	41%[activator]	3%	-7%
Cc1cc(=O)cc(C)n1-c1ccc(F)cc1F	-13%	-18%	-3%	-4	2%	3%	0%	2%	6%
COc1cc(/C=C2\CC/C(=C\c3cc(OC)c(OC)c(OC)c3)C2=O)cc(OC)c1OC	-24%	-24%	3%	6	-2%	-7%	1%	4%	2%
Cc1cccc(COc2ncnc3nc[nH]c23)c1	-7%	-19%	-8%	4	5%	-6%	12%	-6%	10%
CCN(CC)c1ccc(SS(=O)(=O)O)cc1	?	?	-11%&-14%	1&-1	1%&0%	25µM*!	1%&2%	12%&0%	-8%&-1%
Cc1cc(C)n(Cc2ccc(Cl)cc2Cl)c(=O)c1S(=O)(=O)c1ccccc1	-17%	-15%	1%	2	-2%	-9%	-4%	9%	-3%
CCOc1cc(-c2nc3c(c(CC)nn3-c3ccccc3)c3cc(OC)c(OC)cc23)ccc1O	12%	-22%	-1%	-2	-20%	-19%	0%	.	-3%
COc1ccc(C)c2sc(N(CCCN(C)C)C(=O)c3ccc(S(=O)(=O)N4CCc5ccccc5C4)cc3)nc12	-24%	-21%	.	-3	.	?	8%	.	-11%
Cc1cc(C(=O)OCC(=O)Nc2sc3c(c2C#N)CCC(C)C3)c2ccccc2n1 (centres undefined)	-34%	79µM*	-11%	2	18µM*	40µM*	5%	2%	?
COc1cccc(N2CCN(S(=O)(=O)c3ccc(-n4cnnn4)cc3)CC2)c1	-45%&-4%	-4%&-19%	-12%&-2%	0&-3	22%&6%	9%&-10%	10%&6%	11%	-1%&1%
COc1ccccc1N1CCN(C(=O)[C@H](C)NS(=O)(=O)c2ccc3c(c2)OCCCO3)CC1	-2%	-5%	.	-3	.	?	-1%	.	-1%

# Next part (two carried over from the part before).
canonical_smiles	RGS4 inh	Pol eta inh	Anesthetic bind	LDHA inh	POLB inh	12-LOX inh	ERG Ets-DNA blk	APEX1 inh	POLK inh
COc1cccc(N2CCN(S(=O)(=O)c3ccc(-n4cnnn4)cc3)CC2)c1	-45%&-4%	-4%&-19%	-12%&-2%	0&-3	22%&6%	9%&-10%	10%&6%	11%	-1%&1%
COc1ccccc1N1CCN(C(=O)[C@H](C)NS(=O)(=O)c2ccc3c(c2)OCCCO3)CC1	-2%	-5%	.	-3	.	?	-1%	.	-1%
CCCC(=O)OCC(=O)Nc1ccccc1C#N	-12%	-15%	-4%	-11	0%	-5%	-1%	-4%	0%
COCc1cc(=O)n2[nH]c(SCc3ccccc3)nc2n1	-11%	-10%	0%	-3	13%	?	0%	-11%	8%
Cc1ccc(SCCC(=O)OCC(=O)Nc2ccc(C(N)=O)cc2)cc1	-14%	3%	.	-7	.	-27%	-17%	-3%	6%
Cc1ccc(C(=O)Nc2ccccc2C(=O)O)cc1S(=O)(=O)NC1CCCCC1	3%	3%	-7%	-1	-20%	437%[activator]	2%	34%	-2%
O=C(c1cccs1)N(CCN1CCCCC1)CC1CCCN(C2CCCC2)C1 (centres undefined)	-3%[56.9 µM]	-9%	-4%	-1	0%	-1%	-1%	58%[activator]	-1%
COc1ccc(CNc2nc(SCC(=O)NCc3ccco3)nc3ccccc23)cc1	-14%	-16%	-15%	-1	-21%	-28%	-5%	1%	-5%
Cc1cc(=O)c2cc(Cl)ccc2[nH]1	-10%	-19%	-7%	-3	11%	-1%	20%	-3%	3%
COCCNC(=O)C(c1ccc(C)o1)N(Cc1ccccc1)C(=O)Cn1nnc2ccccc21 (centres undefined)	-8%	-2%	-14%	-1	2%	-19%	-3%	14%	-2%
Cn1ccnc1C(=O)c1ccc(N)cc1	-8%	-15%	-9%	-7	29%	-7%	-8%	28%	5%
CNC(=O)/C=C1\NC(C)(C)Cc2c1ccc1ccccc21	-18%	-11%	0%	-5	17%	?	4%	10%	-19%
CCOC(=O)c1c(NC(=S)NC(C)=O)sc(C)c1C	-39%	-17%	2%	-1	-2%	17%	-10%	-2%	0%
